From PubChem
NR2E3 ag-1 = NR2E3 agonists in two-hybrid cells, primary screen, cell-based, luminescence, CHO-S, Gal4-NCOR/VP16-NR2E3 | Photoreceptor-specific nuclear receptor (Homo sapiens), Q9Y5X4 | luciferase | inhibition of corepressor binding, % at 3.98 µM | 0.35% of 360,000 active | AID 602229, 2012;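 active = inhibition above the mean of all tested compounds plus 3 SD, cut at about 70% in these data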;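 also: 0% = DMSO with NR2E3 transfected cells and 100% = cells lacking NR2E3 construct; higher means lower luciferase signal from less NR2E3 corepressor binding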
Target sequence (Q9Y5X4 whole entry, looked up, the tested form may be a part): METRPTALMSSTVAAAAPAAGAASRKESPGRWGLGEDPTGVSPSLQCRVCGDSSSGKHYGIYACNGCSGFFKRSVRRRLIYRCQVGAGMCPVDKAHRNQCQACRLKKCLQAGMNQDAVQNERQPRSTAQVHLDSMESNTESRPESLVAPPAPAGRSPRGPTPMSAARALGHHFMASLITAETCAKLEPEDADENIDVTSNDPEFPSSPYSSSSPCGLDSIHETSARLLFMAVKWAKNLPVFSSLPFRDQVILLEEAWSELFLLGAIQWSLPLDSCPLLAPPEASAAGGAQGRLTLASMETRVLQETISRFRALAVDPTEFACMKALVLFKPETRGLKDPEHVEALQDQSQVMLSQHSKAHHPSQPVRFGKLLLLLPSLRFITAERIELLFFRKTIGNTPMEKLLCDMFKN
HIF-2a inh = HIF-2a reporter inhibitors, primary screen, luminescence, 786-0 RCC cells. 786-0 RCC cells HIF-2a reporter, luciferase luminescence, overnight. inhibition, % at 18.8 µM. 0.72% of 360,000 active. AID 624352, 2012;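 active = inhibition of the luminescence signal of 40% or more relative to plate controls, in a single-dose primary screen at 18.75 µM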
Peg3 prom inh = Peg3 promoter-driven luciferase inhibitors, primary screen, cell-based, HeLa, luciferase luminescence; HeLa PEG-Prom luciferase reporter, overnight; inhibition, % at 20 µM; 1.7% of 360,000 active; AID 588405, 2011;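 active = inhibition of at least 50% at 20 µM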
KKLEB tox = cytotoxicity in KKLEB CF airway cells, primary screen, cytotoxicity control for CF NF-kB inhibitor project, cell-based, uHTS, fluorescence assay plates. KKLEB CF airway cells viability, ATPlite luminescence, overnight; stronger effect = lower value; cells stimulated with P. aeruginosa culture filtrate. activity change (cytotoxicity), % at 5 µM. 0.36% of 360,000 active. AID 602141, 2011;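 active = corrected activity change at or below -50% at 5 µM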
aDG glyco act = activators of alpha-DG glycosylation, primary screen, uHTS, Pro5-aDG cells, AlphaScreen; AID 624168, 2012; 0.22% of 360,000 active; alpha-DG glycosylation AlphaScreen (IIH6); 0% Pro5, 100% B10-LARGE cell signal; activation, % at 10 µM;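 active = activation of at least 8% versus controls, or a plate z-score of at least 8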;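 also: Pro5 are CHO cells carrying HIG-tagged alpha-DG that lacks glycosylation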
Shn3 inh set2 = reduction of Shn3 3'UTR firefly luciferase signal, primary screen, Schnurri-3 inhibitor project, cell-based, Clone20 osteoblasts, set 2. Clone20 osteoblast Shn3 3'UTR firefly luciferase, 24 h. inhibition, % at 12.5 µM. 0.52% of 360,000 active;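 active = mean inhibition of at least 75% with every replicate also reaching 75%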;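 also: 0% = median of neutral control wells and 100% = pilot-screen positive control compound; some compounds past the cut are filed as inactive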
hiPSC survival = enhancers of single-cell hiPSC survival, primary screen, ATPlite luminescence; 100% = ROCK inhibitor wells, 0% = DMSO; survival enhancement, % at 20 µM; 0.044% of 360,000 active; AID 602274, 2012; in the data active = survival enhancement above about 18%;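 also: cells exposed to compounds for 16 hours before the ATP read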
TRPM1 prom inh = inhibitors of MITF-dependent TRPM1 promoter reporter, primary screen, cell-based, SK-MEL-5, single point, luciferase | inhibition, % at 12.5 µM | SK-MEL-5 TRPM1 promoter luciferase, 24 h | AID 488899, 2010 | 0.83% of 330,000 active;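 active = mean inhibition across replicates of 60% or more, whatever share of single replicates reaches that level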; also: values of inactives mirror those of a sister screen read the other way
TWEAK Fn14 block = inhibitors of TWEAK-Fn14 signaling, primary screen, luciferase reporter cells, uHTS; TWEAK-stimulated Fn14 reporter cells, luciferase luminescence, 8 h; inhibition, % at 10 µM; 2% of 360,000 active; AID 1159606, 2016; in the data active = inhibition above about 50%
CF NFkB block = inhibitors of PAF-induced NF-kB signaling, primary screen, cell-based, GFP fluorescence, uHTS; KKLEB NF-kB-GFP reporter, GFP fluorescence overnight; inhibition, % at 5 µM; 0.86% of 360,000 active; AID 588850, 2011;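 active = at least 50% inhibition at 5 µM, scaled per plate between neutral and stimulator controls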;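 also: PAF is a Pseudomonas aeruginosa culture filtrate used as stimulus; plate controls were PAF-stimulated DMSO wells for no effect and unstimulated DMSO wells for full effect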
NR2E3 ag-2 = inhibitors of NR2E3-RetCOR corepressor binding, primary screen, NR2E3 agonist project, biochemical, TR-FRET, GST-NR2E3, biotin-RetCOR. 0.12% of 320,000 active. inhibition of corepressor binding, % at 4.78 µM. AID 2300, 2010. 1536-well;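 active = percent inhibition above the cutoff of mean plus 3 SD of all tested compounds, set per screening campaign, cut at about 20% in these data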;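 also: 0% = DMSO wells and 100% = biotin wells as full block of FRET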
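Material: NR2E3–RetCOR corepressor complex / Amount: 1.35 nM GST-NR2E3 / Medium: Tris pH 7.5 / Compound: single nominal compound dose of 4.8 µM / Incubation: 5 h at 4 °C / Technique: TR-FRET, Eu(K)-anti-GST donor, streptavidin-D2 acceptor, ex 340, em 617/671 nm / Read-out basis: percent loss of FRET ratio relative to control wells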
The depositor's hits bear a star; . = no result given.

compound | NR2E3 ag-1 | HIF-2a inh | Peg3 prom inh | KKLEB tox | aDG glyco act | Shn3 inh set2 | hiPSC survival | TRPM1 prom inh | TWEAK Fn14 block | CF NFkB block | NR2E3 ag-2
CC(OC(=O)c1ccc2ccccc2n1)C(=O)Nc1ccc(N2CCOCC2)cc1 (centres undefined) | -16 | -46 | -25 | 0 | 0.1 | -14 | 1.0 | 11 | 9 | -6 | 2
COc1cccc(-n2c(C)n[nH]c2=O)c1 | -18 | 4 | 2 | -12 | -0.1 | -14 | -2.5 | 4 | 7 | 1 | 4
CCOC(=O)N1CCC(NC(=O)c2cc(C(=O)Nc3ccc(OC)c(OC)c3)ccc2CO)CC1 | 4 | 11 | 2 | 13 | -0.1 | -4 | -1.3 | 11 | 13 | -6 | -5
CCCCCOc1ccc(/C=c2\sc3nc(=O)c(-c4ccccc4)nn3c2=O)cc1OC | 10 | 8 | 5 | 9 | -0.1 | -10 | 0.0 | -8 | 33 | -33 | 0
O=C(Nc1ccccc1C(F)(F)F)N1CCN(c2ccc3nnc(-c4ccc(F)cc4)n3n2)CC1 | -29 | -12 | 24 | 18 | 0.4 | 0 | 2.6 | 5 | -31 | -36 | 1
CC(C)(C)c1ccc(C(=O)Nc2nnc(SCC(=O)NCC3CCCO3)s2)cc1 (centres undefined) | 6 | -1 | -41 | -62* | -0.1 | -18 | -0.5 | 26 | 71* | -2 | 0
COc1cc2c(cc1OC)C(C(=O)NCCN(C)C)C(c1cccs1)N(C)C2=O (centres undefined) | 4 | 24 | 3 | 0 | 0.1 | -16 | -0.5 | 5 | -4 | -6 | 2
Cc1c(C(=O)NCc2ccccc2C(F)(F)F)sc(=O)n1Cc1ccc(Cl)c(Cl)c1 | -28 | -2 | 31 | 1 | 0.1 | -8 | 1.4 | . | 25 | 11 | .
COC(=O)c1onc(-c2c(C)cc(C)cc2C)c1C(=O)OC | 5 | 3 | 10 | -6 | 0.1 | -3 | 3.9 | -5 | 8 | 16 | 3
COc1ccc2cc3cc(C(=O)Nc4cc(OC)c(OC)c(OC)c4)oc3nc2c1 | -2 | 7 | 42 | -5 | -0.4 | 29 | -2.0 | 32 | 63* | 3 | 1
COc1ccc(C(CCN(Cc2ccc(OC)c(OC)c2)C(C)=O)c2ccccc2)cc1 (centres undefined) | -27 | 17 | 16 | -10 | 0.5 | -10 | -0.7 | 5 | 13 | 6 | 1
O=S(=O)(NCc1cccnc1)c1ccc(Cl)s1 | -19 | 18 | 3 | 6 | 0.0 | -11 | 4.6 | 5 | -13 | -11 | -2
Clc1nc(-c2cccnc2)nc2scc(-c3ccccc3)c12 | -27 | -162 | -155 | 9 | 0.1 | -38 | -0.4 | -41 | 14 | -7 | 2
N#Cc1cc(Nc2c(N)nc[nH]c2=O)c([N+](=O)[O-])cc1C#N | 4 | 13 | 1 | -5 | 0.2 | -5 | -0.5 | 15 | 22 | -6 | 1
CCCN1C2CCCC1CC(NC(=S)Nc1cc(C)ccc1C)C2 (centres undefined) | 2 | 7 | 1 | 1 | 0.2 | 9 | -1.9 | -2 | -17 | 1 | -1
CC(C)(C)C(=O)OCc1nc(-c2ccc3c(c2)OCCO3)cs1 | -48 | -190 | -174 | 0 | 0.0 | -39 | -0.4 | -52 | -17 | -26 | 0
Cc1cc(C)cc(NC(=O)c2cccn2-c2ncc(C(F)(F)F)cc2Cl)c1 | -15 | -5 | 16 | -3 | 0.3 | -4 | -2.9 | -9 | -3 | -5 | 6
CCCCN(C)C(=O)c1nc2ccccn2c1CN1CCN(C/C=C/c2ccccc2)CC1 | 5 | 13 | 3 | 8 | 0.4 | 0 | -1.7 | 6 | -6 | -1 | 3
COc1ccc(OC)c(S(=O)(=O)N2CCC(C(=O)N3CCCCCC3)CC2)c1 | -13 | 10 | -6 | -4 | 0.1 | -2 | 0.6 | -5 | -3 | -1 | -1
C=CC(C)(C)c1[nH]cnc1/C=C1\NC(=O)C(C(C)C)NC1=O (centres undefined) | 2 | -19 | 16 | 2 | 0.2 | 7 | -0.2 | 9 | -14 | 15 | 1
O=c1[nH]c(C2CCN(S(=O)(=O)c3ccc(S(=O)(=O)NC4CC4)cc3)CC2)nc2c1nnn2Cc1ccc(F)cc1 | 11 | 18 | 24 | 10 | -0.1 | -3 | -0.1 | 18 | 14 | -12 | 5
COc1ccc2c(c1)OC(O)(C(F)F)CC2=O (centres undefined) | 16 | -9 | 5 | -3 | -0.1 | 19 | -0.5 | 2 | 14 | 9 | 6
Cc1ccc(-n2nnc3c(=O)n(CC(=O)NCc4ccco4)cnc32)cc1 | -22 | -4 | 21 | -23 | 0.3 | -21 | 2.0 | . | 3 | 33 | 0
COc1ccc(N2CC(C(=O)N(CC(C)C)c3c(N)n(Cc4ccccc4)c(=O)[nH]c3=O)CC2=O)c(OC)c1 (centres undefined) | -14 | 9 | 12 | 2 | 0.1 | -9 | 0.2 | 1 | -1 | 15 | -4
Cc1ccc(C2C3CN(C(C)C)CC=C3C(C#N)=C(N)C2(C#N)C#N)cc1 (centres undefined) | -72 | 5 | -2 | 2 | 0.3 | -3 | -2.6 | 14 | 14 | -11 | 3

Further entries:
Order of results – NR2E3 ag-1, HIF-2a inh, Peg3 prom inh, KKLEB tox, aDG glyco act, Shn3 inh set2, hiPSC survival, TRPM1 prom inh, TWEAK Fn14 block, CF NFkB block, NR2E3 ag-2
Cc1cccc(NC(=S)NN2CCOCC2)c1C
 : -47, 4, 8, 4, 0.1, 1, -0.5, 10, 5, -3, 0
O=C(NC(Cc1c[nH]c2ccccc12)C(=O)N/N=C/c1cccc2ccccc12)c1cccs1 (centres undefined)
 : 20, 19, 41, 8, 0.4, 10, 2.5, 5, 32, -22, 4
O=C(CCS(=O)(=O)Cc1ccccc1)Nc1ccc2c(c1)OCCO2
 : -9, 9, 4, 4, 0.1, -5, 0.6, 10, -7, 12, 0
O=C(CC12CC3CC(C1)CC(CC(=O)NC1=NCCS1)(C3)C2)NC1=NCCS1
 : 6, 9, 11, 1, 0.1, 9, 2.0, 2, -53, 8, .
C/C(=C\c1ccco1)CN1CCN(Cc2ccc(C)o2)C(CCO)C1 (centres undefined)
 : -3, 20, 6, -2, 0.1, -9, -0.7, 3, 3, -18, -4
CN(C(=S)Nc1ccc(SC(F)F)cc1)C(c1ccccc1)c1ccccc1
 : -12, 12, 9, -1, 0.8, 7, -0.7, 12, 26, 19, -2
Cc1ccc(S(=O)(=O)NCCNC(=O)CN2CCCC2)cc1
 : -21, 4, 12, 6, -0.2, -4, 2.5, 0, -7, 3, 3
COC(=O)Nc1ccc2c(c1)N(C(=O)CCN1CCN3CCCC3C1)c1ccccc1S2 (centres undefined)
 : -6, 9, -9, 1, 0.1, 8, 0.7, -2, 15, 7, -4
COCC(C)NC(=O)c1ccc(Cl)c(Cl)c1 (centres undefined)
 : 14, 5, -10, -19, 1.0, 9, -2.6, 20, -27, 13, 4
CSc1sc(C)cc1C1C(C#N)=C(N)N(c2cccnc2)C2=C1C(=O)CCC2 (centres undefined)
 : 4, -7, 18, 0, 0.0, -6, -0.7, 0, 14, -69, 1
Cc1ccc(S(=O)(=O)N2CCN(Cc3nc4ccccc4[nH]3)CC2)cc1C
 : -11, 8, -2, 10, -0.1, 15, 3.2, -13, -4, 6, -1
COc1cccc(-c2nc3ccc([N+](=O)[O-])cc3o2)c1
 : -27, -304, -333, 1, 0.0, -72, -0.3, -55, -3, -35, -5
Cc1cc2occ(CC(=O)N(CCC(C)C)c3c(N)n(Cc4ccccc4)c(=O)[nH]c3=O)c2cc1C
 : 11, 20, 24, -13, 0.2, 9, -0.3, 1, -2, 14, 5
COc1ccccc1OCCOc1ccc(/C=C2\C(=N)N3N=C(C)SC3=NC2=O)cc1
 : -47, 16, 5, 3, 0.0, 1, -0.5, -3, 2, -10, 2
O=c1ccccn1CCOc1ccc(Cl)cc1
 : -30, -47, -44, -2, 0.0, -9, -0.6, -15, -4, -6, 4
Nc1nnc(SCC(=O)NCCOc2ccccc2)s1
 : -1, -7, 1, -2, 1.3, 8, 2.7, 6, -17, 0, 1
CN(CC1COCCO1)C(=O)c1cc(COc2c(F)cccc2F)on1 (centres undefined)
 : -15, -97, -58, -5, -0.2, -10, -0.1, -27, 7, 20, 1
COc1ccc(OC)c(NC(=O)CCNC(=O)N2CC(=O)Nc3ccccc32)c1
 : 26, 2, -9, 1, -0.3, -6, 0.5, ., -16, -4, .
Brc1ccc(-c2nn3c(Cc4ccccc4)nnc3s2)o1
 : 3, -34, 4, 4, 0.1, 7, 0.5, 8, -11, 1, 3
CCOc1ccc(C2=Nc3ccc(Br)cc3C(c3ccc(N4CCOCC4)cc3)=NN2)cc1
 : -101, -200, -202, 2, -0.3, 5, 0.8, -59, -14, -11, -3
CCCNC(=O)Cn1cnc2sc(C(=O)N3CCCC(C(=O)OCC)C3)c(C)c2c1=O (centres undefined)
 : 0, 6, 9, 1, -0.2, -73, 2.5, -6, -1, 6, 3
Cc1ccc(S(=O)(=O)NCC2COc3ccccc3O2)cc1 (centres undefined)
 : -1, 3, 3, 6, -0.2, -4, -0.3, -7, 1, 2, 2

Five successive compounds out of the list so far:
Order of results – NR2E3 ag-1, HIF-2a inh, Peg3 prom inh, KKLEB tox, aDG glyco act, Shn3 inh set2, hiPSC survival, TRPM1 prom inh, TWEAK Fn14 block, CF NFkB block, NR2E3 ag-2
COc1ccc(OC)c(NC(=O)CCNC(=O)N2CC(=O)Nc3ccccc32)c1
 : 26, 2, -9, 1, -0.3, -6, 0.5, ., -16, -4, .
Brc1ccc(-c2nn3c(Cc4ccccc4)nnc3s2)o1
 : 3, -34, 4, 4, 0.1, 7, 0.5, 8, -11, 1, 3
CCOc1ccc(C2=Nc3ccc(Br)cc3C(c3ccc(N4CCOCC4)cc3)=NN2)cc1
 : -101, -200, -202, 2, -0.3, 5, 0.8, -59, -14, -11, -3
CCCNC(=O)Cn1cnc2sc(C(=O)N3CCCC(C(=O)OCC)C3)c(C)c2c1=O (centres undefined)
 : 0, 6, 9, 1, -0.2, -73, 2.5, -6, -1, 6, 3
Cc1ccc(S(=O)(=O)NCC2COc3ccccc3O2)cc1 (centres undefined)
 : -1, 3, 3, 6, -0.2, -4, -0.3, -7, 1, 2, 2
